MEX-5 binding: C. elegans MEX-5 TCR-2 RNA binding activity; Q9XUB2; MEX-5/FITC-TCR2 RNA binding, fluorescence polarization; stronger effect = lower value; activity score (negative = inhibition of binding), % at 10 µM; 0.38% of 300,000 active;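 active means inhibition past about -25% in most replicates, and total fluorescence under double the plate's negative control median, limit read from the data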;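 further: 0% = DMSO and -100% = 5 µM competing unlabeled TCR2 RNA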
MCL1 BIM primary: inhibitors of human MCL1 binding to BIM-BH3 peptide | Q07820 | GST-MCL1 / FITC-Bim-BH3 fluorescence polarization | inhibition, % at 10.9 µM | 0.68% of 320,000 active | AID 2057;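 active means inhibition above the mean inhibition of all tested compounds plus 3 SD, set per campaign, cut at about 40% in these data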;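 further: 0% = DMSO wells and 100% = unlabeled Bim-BH3 peptide control; higher means more loss of mP so more displacement of Bim peptide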
Target sequence (Q07820 whole entry, looked up): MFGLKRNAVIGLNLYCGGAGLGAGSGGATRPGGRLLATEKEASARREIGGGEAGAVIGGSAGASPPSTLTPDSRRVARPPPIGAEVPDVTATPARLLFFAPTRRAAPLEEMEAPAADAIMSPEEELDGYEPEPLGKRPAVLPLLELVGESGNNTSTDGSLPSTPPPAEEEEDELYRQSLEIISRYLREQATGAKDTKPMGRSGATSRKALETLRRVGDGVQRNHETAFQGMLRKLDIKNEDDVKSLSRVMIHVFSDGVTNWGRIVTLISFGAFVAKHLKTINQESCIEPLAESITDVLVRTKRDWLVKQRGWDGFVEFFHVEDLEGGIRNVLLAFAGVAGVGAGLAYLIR
Fam108B counter: Fam108B inhibition, counter-screen for RBBP9 inhibitors; inhibition, % at 9.51 µM; AID 1947; recombinant Fam108B, FP-Rh probe fluorescence polarization; 0.33% of 300,000 active;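 active means inhibition above the screen mean inhibition plus 3 SD, computed separately per campaign, cut at about 18% in these data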;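 further: inhibitors lower polarization as less probe binds the enzyme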
CIT2-GFP yeast: yeast TOR pathway CIT2-GFP modulation. S. cerevisiae CIT2-GFP strain, flow cytometry, 3 h; 100 means same as DMSO wells. GFP response vs DMSO, % at 10 µM. 0.065% of 320,000 active. AID 2029;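 active means GFP response relative to DMSO above a set limit, near the screen mean plus 3 SD, cut at about 150% in these data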;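 further: ratio of well median GFP fluorescence to mean of DMSO wells on the plate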
Bcl-xL primary: blocks human Bcl-xL binding to Bim BH3 peptide | Q07817 | GST-Bcl-xL / FITC-Bim BH3 peptide fluorescence polarization | inhibition, % at 10.9 µM | 0.7% of 320,000 active | AID 2129;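 active means inhibition above the mean of all tested compounds plus 3 SD, cutoff set per campaign, cut at about 30% in these data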;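 further: 0% = DMSO wells and 100% = unlabeled Bim-BH3 peptide competitor; inhibitors lower millipolarization by displacing the labeled peptide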
Target sequence (Q07817 whole entry, looked up): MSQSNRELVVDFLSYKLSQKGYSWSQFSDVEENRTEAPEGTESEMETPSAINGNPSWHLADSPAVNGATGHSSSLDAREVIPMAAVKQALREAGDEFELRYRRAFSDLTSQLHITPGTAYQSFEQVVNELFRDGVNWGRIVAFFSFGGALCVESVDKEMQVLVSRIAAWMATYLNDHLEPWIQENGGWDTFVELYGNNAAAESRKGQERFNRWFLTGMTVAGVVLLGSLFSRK
VLA-4 inh: inhibition in a human VLA-4 binding assay; P13612; VLA-4 expressing cells, ligand binding flow cytometry; inhibition, % (about 7 µM as worked out from the volumes in the protocol); 0.2% of 330,000 active; in the data active means inhibition above about 50%
GRK2 inh: blocks RNA aptamer binding to human GRK2; P25098; bead flow cytometry, FAM-aptamer displacement from GRK2; inhibition of aptamer binding, % at 10 µM; 0.59% of 330,000 active;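 active means inhibition of aptamer binding above 40%, roughly 3 SD of noise, on plates passing a quality check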;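 further: median bead fluorescence of bound FAM aptamer so fluorescent compounds give negative values; no value below 0 was filed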
AGP1 TOR yeast: yeast TOR pathway AGP1-GFP modulation. S. cerevisiae AGP1-GFP multiplex flow cytometry, 3 h; GFP as percent of DMSO wells. GFP response vs DMSO, % at 10 µM. 0.02% of 320,000 active. AID 2066;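 active means GFP response relative to DMSO above a set limit, near screen average plus 3 SD, cut at about 150% in these data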;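 further: median GFP channel fluorescence of the gated AGP1 strain per well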
GLD-1 TGE inh: GLD-1-TGE RNA interaction inhibition (C. elegans); Q17339; purified GLD-1 + fluorescein TGE RNA, fluorescence polarization; inhibition, % at 5.96 µM; 0.44% of 320,000 active;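 active means percent inhibition above a per-plate cutoff, the plate mean of test compounds plus 3 SD, cut at about 30% in these data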;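 further: 0% = DMSO wells with GLD-1 and probe and 100% = wells lacking GLD-1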
Target sequence (Q17339 whole entry, looked up): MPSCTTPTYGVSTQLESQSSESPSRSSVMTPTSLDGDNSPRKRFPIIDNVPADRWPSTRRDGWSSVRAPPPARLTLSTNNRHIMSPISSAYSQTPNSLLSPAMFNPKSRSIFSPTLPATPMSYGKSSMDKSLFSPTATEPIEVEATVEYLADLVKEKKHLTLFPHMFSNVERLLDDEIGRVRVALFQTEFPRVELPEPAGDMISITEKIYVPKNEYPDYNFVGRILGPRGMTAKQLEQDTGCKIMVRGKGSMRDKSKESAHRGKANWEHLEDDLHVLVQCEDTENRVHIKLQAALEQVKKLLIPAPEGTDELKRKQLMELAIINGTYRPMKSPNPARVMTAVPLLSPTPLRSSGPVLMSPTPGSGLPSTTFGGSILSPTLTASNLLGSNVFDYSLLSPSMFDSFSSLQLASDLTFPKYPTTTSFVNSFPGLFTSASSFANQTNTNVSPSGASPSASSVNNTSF
Active calls of the source: *; x = not tested or not shown.

The opening 2 compounds, ahead of the listing:
#	SMILES	MEX-5 binding	MCL1 BIM primary	Fam108B counter	CIT2-GFP yeast	Bcl-xL primary	VLA-4 inh	GRK2 inh	AGP1 TOR yeast	GLD-1 TGE inh
1	Cc1nc(C)c(C(=O)Nc2ccccc2)s1	-0.5	10	3	116	4	3	1	113	5
2	O=C(O)CN1C(=O)COc2ccc(S(=O)(=O)N3CCCCCC3)cc21	-0.9	-4	0	97	-2	-4	0	92	4

All compounds of this part, from the first entry:
#	SMILES	MEX-5 binding	MCL1 BIM primary	Fam108B counter	CIT2-GFP yeast	Bcl-xL primary	VLA-4 inh	GRK2 inh	AGP1 TOR yeast	GLD-1 TGE inh
1	Cc1nc(C)c(C(=O)Nc2ccccc2)s1	-0.5	10	3	116	4	3	1	113	5
2	O=C(O)CN1C(=O)COc2ccc(S(=O)(=O)N3CCCCCC3)cc21	-0.9	-4	0	97	-2	-4	0	92	4
3	O=C(Nc1ccccc1C(=O)N1CCOCC1)c1cccnc1	-2.3	8	2	104	7	4	0	110	-1
4	CC(CCc1ccccc1)NC(=O)COC(=O)c1ccc(F)cc1 (centres undefined)	0.6	-18	-3	96	-2	-2	0	88	6
5	Cc1ccccc1-n1nc2c(c1NC(=O)CC(C)C)CS(=O)C2 (centres undefined)	-1.3	-13	-8	95	-1	13	1	103	-8
6	CCOc1ncccc1C(=O)Nc1ccc(C)c(S(=O)(=O)N2CCCCCC2)c1	x	5	x	92	4	-30	0	93	1
7	O=c1cc(CN2CCOCC2)c2ccc(O)c(O)c2o1	-4.4	6	-4	103	5	8	2	102	-3
8	O=C(O)C1CCCN1c1nc(C(F)(F)F)nc2ccccc12 (centres undefined)	-0.3	4	-3	98	6	0	3	111	0
9	CNC(=S)N/N=C/c1ccc(-c2cccc(C(=O)O)c2)o1	-1.5	10	3	93	8	19	0	99	-2
10	O=C(NCC(c1cccs1)N1CCOCC1)c1cccnc1 (centres undefined)	0.8	1	-1	101	3	-2	1	102	-2
11	CCc1cc(C(=O)N2CCN(c3ncc(C(F)(F)F)cc3Cl)CC2)sc1C	-0.7	1	2	92	3	6	0	93	-10
12	O=C(CSc1nc2[nH]ncc2c(=O)n1-c1ccccc1)NCc1cccs1	-0.2	-5	0	110	-2	-11	2	109	7
13	COc1cccc(/C=N/NC(=O)CCc2ccccc2)c1	-3.4	0	-2	93	2	1	1	92	4
14	O=C(Nc1ccc(F)cc1)NC1CCN(Cc2c(F)cccc2Cl)CC1	1.0	9	2	91	5	6	2	101	8
15	Cc1nnc(SCc2cc(=O)[nH]c(/N=C(\N)Nc3ccccc3)n2)s1	0.8	3	3	100	6	9	1	108	0
16	Cc1ccc(N(Cc2ccc(C(=O)Nc3ccccc3C(=O)NCc3ccco3)cc2)S(C)(=O)=O)cc1C	1.1	-4	-28	92	-3	-16	1	97	-5
17	c1cn2c(Nc3ccc4c(c3)OCCO4)c(-c3ccc(N4CCOCC4)cc3)nc2cn1	2.1	-7	6	89	-2	4	0	100	-2
18	Cc1ccc(-n2nnnc2SCC(=O)Nc2ccccc2-c2ccccc2)cc1C	-1.5	6	-10	90	7	-4	31	95	2
19	CCOc1cc(N2CCOCC2)c(OCC)cc1NC(=O)C1CC(=O)N(c2ccc(C)cc2)C1 (centres undefined)	x	5	x	88	2	2	4	93	1
20	CN1C(=O)c2cccc(NCCCN3C(=O)c4ccccc4C3=O)c2C1=O	57	24	-3	92	24	9	3	86	20
21	CCN(CC)CCN(Cc1cc2cc3c(cc2[nH]c1=O)OCCO3)C(=S)NCCCOC	0.4	10	1	108	3	-16	0	108	-2
22	O=C(O)c1ccccc1Sc1ncnc2sc3c(c12)CCC3	-0.9	-1	0	87	4	0	0	93	0
23	Cc1cc(C)c(C#N)c(SCSCc2ccccc2)n1	1.0	-2	-3	97	3	11	0	106	6
24	Cc1cc(NC(=O)C2C3C(=O)N(c4cccnc4)C(C(=O)NC(C)(C)C)C34C=CC2(C)O4)no1 (centres undefined)	0.3	-5	-6	110	-2	5	0	103	6
25	O=C(O)C1C2C=CC(C2)C1C(=O)NCc1ccccc1 (centres undefined)	0.7	-5	0	99	1	24	1	98	0
26	Oc1ccc(-c2n[nH]c(=S)n2Cc2ccco2)cc1	-2.2	-18	2	109	-8	x	2	109	3
27	CC(C)n1c(=O)[nH]c2cc(C(=O)Nc3ccccc3)ccc21	0.8	-6	-5	94	-4	17	1	95	0
28	Cc1ccc2cc3cc(C(=O)N4CCCCC4C)oc3nc2c1 (centres undefined)	1.6	12	3	x	0	11	0	84	-7
29	Cc1ccccc1Nc1nc(N)nc(COC(=O)c2ccc(S(=O)(=O)N(C)C)cc2)n1	1.7	-4	-2	102	7	-1	6	98	8
30	COC(=O)c1ccc(-n2nnnc2SCc2ccccc2OC)cc1	-2.2	1	-2	95	3	13	0	103	-6
31	CCOC(=O)Cn1nc(C)c(NC(=O)c2ccc([N+](=O)[O-])c(C)c2)c1C	1.4	1	3	103	5	-8	2	110	1
32	O=C(NCCC1=CCCCC1)C1CC(=O)N(C2CCCCC2)C1 (centres undefined)	0.7	6	13	105	5	14	0	104	-4
33	Cc1ccc(NC(=O)c2ccccc2NC(=O)c2cccnc2)cc1	1.2	-3	1	100	3	-6	0	91	-1
34	CN(Cc1ccccc1)C(=O)c1[nH]cnc1C(=O)Nc1ccc(Cl)cc1	x	1	x	96	-2	20	1	100	7
35	COC(=O)c1cc2c(s1)CS(=O)C2 (centres undefined)	-0.8	5	3	104	5	-8	4	88	3
36	CCN(CC)C(=O)CSc1nnc(-n2nc(C)cc2C)c2ccccc12	4.3	-3	-2	104	-1	3	3	98	1
37	Cc1cc(C(=O)N2CCC(Cc3ccccc3)CC2)c(C)o1	0.7	8	5	93	4	-4	1	97	1
38	COc1ccc(CCNC(=O)C2CCCN(C(=O)N(C)C)C2)c(OC)c1 (centres undefined)	-0.8	-2	-5	99	-1	17	2	104	-2
39	COc1cc(Oc2nc(C(F)(F)F)nc3ccccc23)ccc1C=O	-0.6	8	-6	94	6	27	0	97	-1
40	CC(=O)NCc1cc(-c2nn(C)c(=O)c3ccccc23)ccc1C	2.4	1	2	81	4	-1	0	83	1
41	O=C(c1cc(F)c(F)cc1Cl)N1CCCc2ccccc21	-1.0	-10	-7	93	-5	-3	0	105	-6
42	COc1ccc(NC(=O)CCS(=O)(=O)c2ccc3c(c2)CCCN3C(C)=O)cc1Cl	-2.2	13	1	86	3	-6	4	93	3
43	O=C(Nc1cccc2ncccc12)c1ccccc1F	0.7	x	x	103	x	2	5	101	x
44	Cc1ccc(CN2CC(C(=O)Nc3ccc4c(C)cc(=O)oc4c3)CC2=O)cc1 (centres undefined)	-6.0	-6	-1	102	-1	-9	1	x	-1
45	Cc1cc(S(=O)(=O)Nc2nc(CN3CCOCC3)nc3sc4c(c23)CCCC4)ccc1F	0.4	3	-3	96	3	-6	0	109	-6
46	CCS(=O)(=O)c1ccc(O)c(NC(=O)c2cc(-c3ccccn3)nc3ccccc23)c1	x	x	x	89	x	0	6	97	1
47	O=C(O)CCC(=O)Nc1ccc(Cc2ccc(NC(=O)CCC(=O)O)c(O)c2)cc1O	-0.9	3	-2	106	4	-13	1	103	1
48	CC1CCN(S(=O)(=O)c2ccc(NC(=O)CCN3C(=O)C4CC=CCC4C3=O)cc2)CC1 (centres undefined)	x	-8	x	91	-9	-13	3	100	-2
49	COc1cc(CC(=O)Nc2cccc(S(=O)(=O)N(C)c3ccccc3)c2)cc(OC)c1OC	x	x	x	94	x	-9	0	100	3
50	CC1CCCN(c2cc(N(C)CCO)c([N+](=O)[O-])c3nonc23)C1 (centres undefined)	-0.2	-6	4	107	-2	9	6	104	-4
51	O=C(Nc1ccc2c(c1)OCO2)c1cccc(S(=O)(=O)N2CCOCC2)c1	-1.9	1	-3	102	3	11	1	106	-1
52	Cc1nnc2n(-c3ccccc3)c(=O)c3c4c(sc3n12)COC(C(C)C)C4 (centres undefined)	-0.9	10	4	97	10	-10	2	103	1
53	CCOc1ccccc1NC(=O)CN1CCC(NC(=O)Nc2ccccc2)CC1	3.6	-6	0	103	0	9	2	102	-6
54	COc1ccccc1-c1nc(C#N)c(NCCCn2ccnc2)o1	-10	1	0	104	5	14	2	104	5
55	CC(=O)NC(CC(=O)Nc1nc(-c2ccccc2)c(C(C)=O)s1)c1ccccc1 (centres undefined)	-0.4	-14	-3	106	-1	7	0	105	0
56	CCCn1c(SCC(=O)C(C)(C)C)nc2ccccc21	1.9	-6	-1	112	7	-6	1	78	0
57	O=C(CN1C(=O)COc2ccccc21)NCCCN1CCc2ccccc2C1	-2.9	5	-5	104	5	-4	0	100	10
58	COc1coc(C(O)CN)cc1=O (centres undefined)	-3.0	4	-1	108	9	9	0	105	4
59	CCc1cccc2c(C(=O)Cn3nnc(-c4ccc(OC)c(OC)c4)n3)c[nH]c12	-0.3	0	-5	120	9	9	0	109	3
60	CC(C)(C)OC(=O)C[C@H]1C/C=C\C[C@@H](CC(=O)N(CCO)Cc2ccccc2)C(=O)N[C@@H](c2ccccc2)COC1=O	x	x	x	93	x	-7	2	100	5

The results go on:
#	SMILES	MEX-5 binding	MCL1 BIM primary	Fam108B counter	CIT2-GFP yeast	Bcl-xL primary	VLA-4 inh	GRK2 inh	AGP1 TOR yeast	GLD-1 TGE inh
61	C/C(=N\Nc1nc(C)cc(-c2ccccc2)n1)c1ccc(F)cc1	1.6	2	1	107	0	6	0	98	-2
62	Cc1ccc(OCC(=O)c2cc(C)n(CC(F)(F)F)c2C)c([N+](=O)[O-])n1	0.7	-4	-4	96	-9	-6	4	105	1
63	O=C(c1ccc(N2CCN(C(=O)c3ccc(F)c(F)c3)CC2)cc1)c1cccc(F)c1	1.2	-5	4	114	1	0	0	106	-4
64	O=C(C1CCCN1S(=O)(=O)c1ccc(Cl)cc1)N1CCN(c2ccccc2)CC1 (centres undefined)	x	x	x	108	x	7	0	103	6
65	Cn1c(=O)c2c(ncn2Cc2cc(-c3ccccc3)no2)n(C)c1=O	-5.6	-4	-2	105	3	-3	0	104	7
66	CCc1ccc(C(=O)NNC(=O)Cn2c(=O)cnc3ccccc32)cc1	x	3	x	90	8	-16	4	95	-4
67	CCOC(=O)C(C)N1CC(=O)N(c2ccccc2)C1=O (centres undefined)	3.2	-3	-2	90	2	7	0	85	-1
68	Cc1cccc(CCNC(=O)c2cccc(N3CCCC3=O)c2)c1	1.2	-4	2	108	-5	10	0	106	0
69	O=C(NCCN1C(=O)C2C3C=CC(C3)C2C1=O)NCc1ccccc1 (centres undefined)	2.4	-3	-1	104	-4	-9	0	109	2
70	CCOC(=O)Cc1csc(NC(=S)NC(=O)c2ccc(F)cc2)n1	-0.5	11	0	85	6	-1	0	84	5
71	CCOC(=O)C1(Cc2ccccc2)CCN(Cc2ccc3cc(NC(C)=O)ccc3n2)CC1	7.2	3	4	99	9	-11	0	103	-48
72	Cc1ccc2[nH]c(=O)c(-c3nc4c(C)cccn4c3NCc3ccco3)cc2c1	-2.0	9	2	97	6	-13	0	105	1
73	O=C(NCCN1CCN(c2ccccc2)CC1)c1ccc(NC(=O)C2CCCO2)cc1 (centres undefined)	0.2	-1	0	x	3	2	0	98	-2
74	CC(C)C(=O)NCCCc1ccccc1	2.2	1	2	110	9	0	5	106	-5
75	O=C(CCl)NCCCN(C(=O)C(Cl)Cl)c1ccc([N+](=O)[O-])cc1	2.3	5	-1	105	7	-1	2	116	-8
76	CCN(CC)CCN(C(=O)Cn1nnc(-c2ccc(OC)c(OC)c2)n1)C(C(=O)NC1CCCC1)c1ccc(F)cc1 (centres undefined)	1.3	4	3	99	6	1	0	97	1
